hcDAF-12 act: H. contortus DAF-12 nuclear receptor activators, primary screen, cell-based, luminescence, HEK293, lit1-tk-luc reporter. HEK293 hcDAF-12 lit1-tk-luc reporter; 0% DMSO, 100% Δ7-dafachronic acid. activation, % at 6.8 µM. hit rate 1.4% among 370,000;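 active = activation above the mean of all tested compounds plus 3 SD, cut at about 5.5% in these data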;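 also: 100% = response to 3 µM Δ7-dafachronic acid high control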
MBD2 inh: inhibitors of MBD2 binding to methylated DNA, primary screen, biochemical, TR-FRET, DNA-binding domain, human. Methyl-CpG-binding domain protein 2 (Homo sapiens), Q9UBB5. inhibition, % at 4.4 µM. hit rate 0.31% among 370,000. MBD2 binding to methylated oligonucleotide; in the data active = inhibition above about 13%
Target sequence (Q9UBB5 whole entry, looked up, the tested form may be a part): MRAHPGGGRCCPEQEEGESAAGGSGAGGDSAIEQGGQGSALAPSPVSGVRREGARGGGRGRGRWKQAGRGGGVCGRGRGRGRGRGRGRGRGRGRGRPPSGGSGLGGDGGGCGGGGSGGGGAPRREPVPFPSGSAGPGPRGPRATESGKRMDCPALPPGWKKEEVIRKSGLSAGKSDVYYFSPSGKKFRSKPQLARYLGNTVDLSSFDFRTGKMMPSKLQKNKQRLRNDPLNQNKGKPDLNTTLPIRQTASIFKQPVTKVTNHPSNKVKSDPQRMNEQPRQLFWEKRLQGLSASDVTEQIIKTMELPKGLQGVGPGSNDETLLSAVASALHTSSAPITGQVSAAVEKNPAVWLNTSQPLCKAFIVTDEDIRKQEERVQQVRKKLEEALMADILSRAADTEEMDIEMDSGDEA
SMARCA2 activ: SMARCA2 (BRM) function activators, primary screen, cell-based, luminescence, high throughput; MG213 cells, MMTV-luciferase reporter, dexamethasone, overnight; AID 652017, 2013; activation, % at 9.1 µM; hit rate 1% among 370,000; in the data active = activation above about 7.8%;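 also: 0% = vehicle wells and 100% = reference activator wells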
PLCg1 inh: PLC-gamma1 enzyme inhibitors, primary screen, biochemical, fluorescence, purified enzyme. fluorogenic substrate. hit rate 0.84% among 370,000. inhibition, % at 12.2 µM. 1-phosphatidylinositol 4,5-bisphosphate phosphodiesterase gamma-1 (Homo sapiens), P19174; in the data active = inhibition above about 9.5%
DAX1 inh-1: DAX1 (NR0B1) inhibitors, primary screen, cell-based, HEK293, Gal4-DAX1, luciferase luminescence; HEK293 Gal4-DAX1 luciferase reporter; inhibition, % at 6.75 µM; hit rate 0.99% among 340,000; AID 504766, 2011;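 active = inhibition above the mean over all tested compounds plus 3 SD, cut at about 4.2% in these data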;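 also: 0% = DAX1-transfected cells with DMSO and 100% = empty-vector control cells with DMSO; inhibition shows as a rise in luminescence from relieved DAX1 repression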
Target sequence (P51843 207-470 limits assumed): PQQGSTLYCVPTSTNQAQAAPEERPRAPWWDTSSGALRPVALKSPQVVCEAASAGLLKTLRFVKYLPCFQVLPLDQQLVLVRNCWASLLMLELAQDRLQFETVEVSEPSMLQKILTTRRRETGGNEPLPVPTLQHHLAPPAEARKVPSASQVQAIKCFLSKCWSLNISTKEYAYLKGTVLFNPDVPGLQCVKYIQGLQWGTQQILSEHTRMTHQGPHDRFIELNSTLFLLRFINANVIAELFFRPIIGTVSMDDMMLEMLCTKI
ADAM17 inh: ADAM17 inhibitors, primary screen, biochemical, QFRET. hit rate 0.83% among 370,000. recombinant ADAM17, EDANS/DABCYL FRET peptide cleavage. Disintegrin and metalloproteinase domain-containing protein 17 (Homo sapiens), P78536. AID 720648, 2013. inhibition, % at 6.95 µM;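 active = inhibition above the mean of compounds lying between control limits plus 3 SD, set per campaign, cut at about 8.5% in these data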;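 also: 0% = DMSO-only wells as the low control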
ssDAF12 agonist: S. stercoralis DAF-12 nuclear receptor activators, primary screen, cell-based, luminescence, HEK293, GRIP1 co-expression, lit1-tk-luc; activation, % at 6.8 µM; AID 652126, 2013; HEK293 ssDAF-12/GRIP1 lit1-tk-luc reporter; % of 3 µM dafachronic acid response; Nuclear hormone receptor DAF-12 (Strongyloides stercoralis); hit rate 1% among 370,000;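 active = activation above the mean over all tested compounds plus 3 SD, cut at about 0.9% in these data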;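 also: 0% = DMSO-only wells and 100% = 3 µM delta7-dafachronic acid wells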
PLCb3 inh: human PLC-beta3 inhibitors, primary screen, biochemical, fluorescence. 1-phosphatidylinositol 4,5-bisphosphate phosphodiesterase beta-3 (Homo sapiens), Q01970. Purified PLC-beta3, fluorogenic substrate. inhibition, % at 12.2 µM. hit rate 0.18% among 370,000; in the data active = inhibition above about 11%;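 also: 0% = median of compound wells on plate and 100% = full blocker control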
DAX1 inh-2: DAX1 (NR0B1) inhibitors on StAR promoter, primary screen, cell-based, luminescence, SF-1 (NR5A1), full-length DAX-1; HEK293T StAR-luciferase reporter, SF-1/DAX-1 repression relief; inhibition, % at 6.8 µM; hit rate 1.1% among 370,000; AID 652010, 2013;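 active = inhibition above the mean over all tested compounds plus 3 SD, cut at about 3.6% in these data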;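 also: 0% = DAX-1 cells with DMSO and 100% = cells lacking DAX-1 with DMSO; higher inhibition means more luminescence from relief of DAX-1 repression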
hgDAF-12 ag: H. glycines DAF-12 receptor agonists, primary screen, cell-based, luminescence, HEK293, GAL4 fusion, UAS-luciferase. Nuclear hormone receptor DAF-12 (Heterodera glycines), GAL4 fusion. HEK293 GAL4-hgDAF12 UAS-luciferase reporter, agonist luminescence; normalized to butyrate control. activation, % at 6.8 µM. hit rate 1.8% among 370,000;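 active = activation above a cutoff set at the mean of all screened compounds plus 3 SD, cut at about 10% in these data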;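 also: 0% = DMSO wells and 100% = sodium butyrate wells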
NR1D1 modulator: modulators of Rev-erb alpha DNA binding, primary screen, biochemical, FITC-DNA, fluorescence polarization, uHTS | Nuclear receptor subfamily 1 group D member 1 (Homo sapiens), P20393 | Rev-erbα–FITC-DNA binding, 90 min | activity, % at 10 µM | hit rate 0.79% among 370,000;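 active = activity above about 14%, limit read from the data; passing the limit was not always enough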;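 also: 0% = DMSO wells with 35 nM protein and 100% = DMSO wells with 750 nM protein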
* = called active by the depositor; i = inactive; . = not tested or not shown.

No.	Molecule	PLCb3 inh	hcDAF-12 act	SMARCA2 activ	hgDAF-12 ag	DAX1 inh-1	NR1D1 modulator	MBD2 inh	ssDAF12 agonist	DAX1 inh-2	PLCg1 inh	ADAM17 inh
1	C/C(Cn1cnc([N+](=O)[O-])n1)=N/NC(=O)COc1ccccc1Cl	-1	2.9	2	0.5	0.2	0	4	-0.7	-0.1	5	2
2	COc1cc(OC)cc(C(=O)OCC(=O)N(C)c2ccccc2)c1	-2	-2.2	-2	0.1	1.6	0	3	-1.0	-0.3	-2	-3
3	N#Cc1ccccc1/C=N/Nc1nc(-c2ccccc2)c2cc(Cl)ccc2n1	-15	-1.2	0	2.7	-0.8	-10	2	-1.0	1.0	-9	-8
4	O=[N+]([O-])c1cc(C(F)(F)F)ccc1NCCCN1CCOCC1	4	-0.2	1	0.2	-1.2	1	-8	-1.2	0.1	1	2
5	Oc1ccc(Br)c(CN2CCN(c3ncc(Cc4ccccc4)cn3)CC2)c1	-5	-0.9	-7	-0.5	.	6	-1	-0.9	-0.9	1	6
6	Cc1ccc(S(=O)(=O)Nc2ccc(SC(F)F)cc2)c(C)c1	2	-1.4	2	1.0	-1.3	1	-5	-2.0	-0.8	4	11*
7	CCC1CCC/C1=N\NC(=O)c1cc(C)[nH]n1 (stereo not given)	-14	-1.3	1	1.9	1.9	0	-8	-1.6	1.3	-10	-4
8	Cc1ccc(S(=O)(=O)N(CC(=O)Nc2cccnc2)c2cccc([N+](=O)[O-])c2)cc1	-5	-1.4	0	-0.6	0.0	5	0	-1.3	-2.1	0	-4
9	CCN(C[C@H]1N[C@@](CC)(C(=O)OC)[C@H]2C(=O)N(C)C(=O)[C@@H]12)S(=O)(=O)c1ccc(C)cc1	-3	1.6	-4	-3.8	-0.1	-3	-2	-1.0	1.3	-3	-5
10	CCc1nc2c(OCC(=O)N3CCOCC3)cccn2c1N(C=O)Cc1ccccc1	0	-0.4	-1	-0.6	.	-7	-3	-1.5	0.6	-4	-3
11	O=C(OC(C(=O)NCc1cccs1)c1ccccn1)c1cccs1 (stereo not given)	0	0.0	0	-0.3	-0.5	-6	-3	-1.8	1.1	-15	-2
12	CC(C)(C)NC(=O)C(=O)NNC(=O)c1ccccc1Br	0	-1.3	-3	-3.2	0.3	-4	1	-0.7	0.1	3	1
13	CN(/N=C/c1cc(Cl)cc(Cl)c1O)C(=S)NC(C)(C)C	-24	-1.4	-2	-0.8	-1.2	0	-1	-1.0	-0.2	-13	-5
14	CN(CC(=O)Nc1ccc(F)cc1)C(=O)c1ccccc1Sc1ccccc1C#N	-5	0.1	0	0.1	0.9	-4	1	-0.8	-1.6	3	-1
15	Cc1ccc(N=C2C(=O)Nc3ccc(Br)cc32)cc1	-3	2.5	1	2.9	0.5	2	-8	-0.4	-0.7	0	-1
16	CCc1cc2cc3c(cc2nc1SCC(=O)Nc1c[nH]c(=O)[nH]c1=O)OCO3	-10	-2.5	-1	-1.3	0.1	187*	2	-1.3	-0.3	2	-1
17	O=C(CSc1nc2c([nH]c3ccccc32)c(=O)n1-c1cccc(Cl)c1)N1CCOCC1	0	3.4	-2	-0.7	0.3	-14	-3	-1.0	-1.3	-2	-4
18	CN(C)S(=O)(=O)c1ccc(C(=O)N2CCCC2c2nc3ccccc3s2)cc1 (stereo not given)	11*	0.2	-2	-1.3	-0.9	-4	4	-1.6	0.4	8	6
19	COc1ccc(C(=O)N(Cc2ccccc2)c2cccc(C)c2)cc1	-4	1.9	-1	4.2	0.5	0	-1	-1.0	0.7	-2	3
20	C/C(CC(=O)Nc1ccccn1)=N\NC(=O)C(=O)Nc1ccccc1C	-16	-0.6	-1	1.3	-1.8	0	-7	-1.1	-0.6	-9	-18

Quoted at random: two compounds from above
No.	Molecule	PLCb3 inh	hcDAF-12 act	SMARCA2 activ	hgDAF-12 ag	DAX1 inh-1	NR1D1 modulator	MBD2 inh	ssDAF12 agonist	DAX1 inh-2	PLCg1 inh	ADAM17 inh
12	CC(C)(C)NC(=O)C(=O)NNC(=O)c1ccccc1Br	0	-1.3	-3	-3.2	0.3	-4	1	-0.7	0.1	3	1
16	CCc1cc2cc3c(cc2nc1SCC(=O)Nc1c[nH]c(=O)[nH]c1=O)OCO3	-10	-2.5	-1	-1.3	0.1	187*	2	-1.3	-0.3	2	-1

The listing continues.
No.	Molecule	PLCb3 inh	hcDAF-12 act	SMARCA2 activ	hgDAF-12 ag	DAX1 inh-1	NR1D1 modulator	MBD2 inh	ssDAF12 agonist	DAX1 inh-2	PLCg1 inh	ADAM17 inh
21	COc1cccc(C2C(C(=O)c3cc4ccccc4o3)=C(O)C(=O)N2c2cc(C)on2)c1 (stereo not given)	-48	-0.7	-3	2.3	0.5	-8	1	-0.7	2.4	-30	-1
22	CNc1ncc(C(=O)c2ccc(-c3ccccc3)cc2)s1	-34	0.0	0	7.8	0.8	-4	0	0.1	1.5	-17	-3
23	O=C(CN(C(=O)OCC1c2ccccc2-c2ccccc21)[C@@H](Cc1ccccc1)C(=O)O)OCc1ccc(C(=O)NCc2ccccc2)cc1	-4	0.4	-2	2.5	.	7	0	-0.6	0.1	1	2
24	Cc1cccc(NC(=O)CSc2nc(N)cc(N)n2)c1	9	-1.7	6	0.9	0.2	2	1	-1.2	0.2	6	4
25	O=C(NNc1cc(N2CCOCC2)nc(N2CCOCC2)n1)c1ccc(Cl)cc1Cl	0	-1.5	1	3.3	2.6	-6	4	-0.4	-0.2	-1	-3
26	CN(C)S(=O)(=O)Nc1cc(F)cc(F)c1	1	0.5	0	1.4	-0.6	2	4	-0.6	-0.2	1	0
27	Cc1cccc2[nH]c(-c3ccc(NC(=O)c4ccco4)cc3)nc12	-29	0.9	7	5.0	0.5	-4	12	-0.4	2.5	-24	-2
28	O=C(NC1CCCCC1)c1ccc(S(=O)(=O)NCc2ccco2)cc1	6	2.9	2	1.3	0.5	3	1	-0.6	0.0	2	4
29	Cc1cc(Nc2ncc(Cl)cc2Cl)n(-c2ccccc2C)n1	1	-2.6	-2	2.5	-0.5	3	-7	-1.6	-0.6	0	0
30	COC1=C/C(=C/c2c(N)n3nc(CC(=O)N4CCCC4)sc3nc2=O)C=CC1=O	-52	0.1	-4	0.9	-0.3	1	-1	-0.3	-0.1	-26	-19
31	C[C@H](CO)N1C[C@H](C)[C@@H](CN(C)C(=O)Nc2cccc(F)c2)Oc2ncc(Br)cc2C1=O	-4	-1.7	-3	1.8	1.4	6	-6	-0.8	-0.1	0	-3
32	O=C(Nc1ccc(F)cc1Cl)c1ccc2c(=O)n3c(nc2c1)CCCCC3	4	0.8	-1	4.2	0.4	19	-3	-0.8	0.8	2	-2
33	O=C(Oc1ccc(Nc2ncnc3ccccc23)cc1)c1cccnc1	-10	0.2	1	3.7	0.3	3	4	-0.5	-0.2	-4	-4
34	Cn1c(=O)n(-c2cccc(Cl)c2)c(=O)n1C	-3	-2.5	3	-0.4	1.2	0	5	-1.3	0.3	5	-2
35	CN(Cc1ccccc1)C(=O)CCC1CCN(C(=O)c2ccccc2C(F)(F)F)CC1	-7	-2.1	-2	4.2	0.2	1	4	-1.1	-1.0	-1	-1
36	CN(Cc1ccc(F)cc1)Cc1nc(-c2ccccc2)no1	-6	-2.9	-1	-0.7	0.1	-6	-2	-1.8	-0.1	1	-3
37	COc1ccc(C2Nc3cc(OC)ccc3-n3cccc32)cc1 (stereo not given)	i	3.9	-1	2.9	-0.5	1	2	-0.1	0.0	i	-122

In the list so far, 2 have a CF3 group:
No.	Molecule	PLCb3 inh	hcDAF-12 act	SMARCA2 activ	hgDAF-12 ag	DAX1 inh-1	NR1D1 modulator	MBD2 inh	ssDAF12 agonist	DAX1 inh-2	PLCg1 inh	ADAM17 inh
4	O=[N+]([O-])c1cc(C(F)(F)F)ccc1NCCCN1CCOCC1	4	-0.2	1	0.2	-1.2	1	-8	-1.2	0.1	1	2
35	CN(Cc1ccccc1)C(=O)CCC1CCN(C(=O)c2ccccc2C(F)(F)F)CC1	-7	-2.1	-2	4.2	0.2	1	4	-1.1	-1.0	-1	-1

Results in sequence from the list:
hcDAF-12 act, nos. 29–37, in order: -2.6, 0.1, -1.7, 0.8, 0.2, -2.5, -2.1, -2.9, 3.9
ADAM17 inh, nos. 29–37, in order: 0, -19, -3, -2, -4, -2, -1, -3, -122
MBD2 inh, nos. 29–37, in order: -7, -1, -6, -3, 4, 5, 4, -2, 2

Assay outcomes from PubChem BioAssay.
